# TNF death inh: inhibitors of TNF-alpha induced necroptosis in Jurkat FADD-/- cells; Jurkat FADD-/- TNF necroptosis rescue, ATP luminescence, 24 h; 0 = TNF only, 100 = no-TNF cells; activation (protection from cell death), % at 10 µM; 220,000 tested, 0.068% active; AID 463075;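 active means activation, meaning protection from cell death, of at least 50% relative to plate controls; inactive means activation below 50%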;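 further: necroptosis triggered by 40 ng/mL TNF-alpha added together with compound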
# zVAD death inh: blocks zVAD induced death of L929 cells | AID 1377 | 220,000 tested, 0.38% active | L929 zVAD necroptosis rescue, ATP luminescence, 24 h; with zVAD 60 µM | viability rescue, % at 10 µM;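 active means activation, scaled between plate controls, above about 75%, limit read from the data; inactive means activation under that limit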;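 further: 0% = zVAD with DMSO and 100% = DMSO alone without zVAD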
# eIF4E-4G inh: inhibitors of eIF4E and eIF4G interaction in translation initiation; AID 782; TR-FRET eIF4E-eIF4GI(517-606) binding, 2 h; P63073+Q04637; inhibition, % at 21.7 µM; 220,000 tested, 0.37% active;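 active means inhibition above about 30%, limit read from the data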;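 further: 0% = full FRET control wells and 100% = background wells lacking eIF4GI fragment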
# KCC2 mod: modulators of human KCC2 chloride dependent transport; Q9H2X9; KCC2 cells, thallium flux FluoZin-2 fluorescence; B-score of Tl+ flux slope (higher = more flux/activation; lower = inhibition) at 10 µM; 190,000 tested, 2.2% active;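 active means thallium flux slope and its plate-corrected score both differing from the plate sample mean at a set confidence after two filtering rounds, in either direction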;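 further: slope of fluorescence scaled to starting intensity during 10 to 20 s after thallium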
# PERK inh: human PERK inhibition, primary cell-based screen; AID 1416; Q9NZJ5; inhibition, % at 5.6 µM; CHO PERK-DD fusion, SEAP luminescence translation reporter; 220,000 tested, 0.17% active;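 active means inhibition above the mean inhibition of all tested compounds plus 3 SD, set separately per screening campaign, cut at about 2.9% in these data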;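 further: PERK kinase domain activated by AP20187 dimerizer at 100 nM; 0% = DMSO with dimerizer and 100% = rapamycin at 8.4 µM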
# Rad51 HR inh: blocks human Rad51 in homologous recombination; Q06609; hRad51 DNA strand exchange, fluorescence dequenching; inhibition, % at 10 µM; 200,000 tested, 0.085% active; AID 1385;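 active means inhibition above 40% at the single screening dose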;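 further: 0% = DMSO control wells and 100% = blanks with heterologous ssDNA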
# Target sequence (Q06609 whole entry, looked up): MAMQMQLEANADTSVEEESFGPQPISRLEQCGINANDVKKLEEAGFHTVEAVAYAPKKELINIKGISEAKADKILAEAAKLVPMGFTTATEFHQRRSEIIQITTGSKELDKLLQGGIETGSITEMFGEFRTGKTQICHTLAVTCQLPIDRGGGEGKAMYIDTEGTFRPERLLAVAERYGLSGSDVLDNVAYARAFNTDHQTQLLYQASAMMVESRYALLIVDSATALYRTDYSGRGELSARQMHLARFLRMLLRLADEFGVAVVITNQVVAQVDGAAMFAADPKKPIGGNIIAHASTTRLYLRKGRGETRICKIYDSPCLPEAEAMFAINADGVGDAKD
#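 Test system – preformed human Rad51 ssDNA filaments · Reagent – Donor/quencher-labelled 47-bp dsDNA substrate · Incubation – 37 °C 15-min filament assembly, 30-min compound preincubation, 15-min exchange · Signal – FRET fluorescence dequenching, excitation 485 nm, emission 520 nm · Read-out – percent inhibition from fluorescence, normalised to plate control and blank means · Benchmarks – plate control and blank wells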
# MDM2 E3 inh: inhibitors of human Mdm2 E3 ubiquitin ligase; Q00987; cell-based MDM2 ubiquitination luciferase reporter, 2 h; 0 = plate control, 100 = twice control, blank-subtracted; signal enhancement, % at 5 µM; 210,000 tested, 0.11% active; AID 1230;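 active means signal enhancement of 30% or more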;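 further: luminescence tracks abundance of the self-degrading MDM2-luciferase fusion protein; higher signal means inhibition of MDM2 E3 ligase activity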
# Target sequence (Q00987 whole entry, looked up, the tested form may be a part): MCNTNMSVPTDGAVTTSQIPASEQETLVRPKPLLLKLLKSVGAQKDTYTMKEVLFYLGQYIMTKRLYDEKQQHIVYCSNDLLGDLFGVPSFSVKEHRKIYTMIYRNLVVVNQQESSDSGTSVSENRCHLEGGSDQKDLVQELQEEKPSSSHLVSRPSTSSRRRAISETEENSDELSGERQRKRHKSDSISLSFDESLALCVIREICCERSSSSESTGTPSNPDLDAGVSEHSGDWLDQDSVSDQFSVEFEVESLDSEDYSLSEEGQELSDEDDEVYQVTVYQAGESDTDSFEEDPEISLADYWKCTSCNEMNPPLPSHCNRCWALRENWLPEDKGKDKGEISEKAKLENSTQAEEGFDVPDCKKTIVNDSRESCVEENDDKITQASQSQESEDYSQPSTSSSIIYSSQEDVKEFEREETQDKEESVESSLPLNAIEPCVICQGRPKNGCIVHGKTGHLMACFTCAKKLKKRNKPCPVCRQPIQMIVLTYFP
#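 Assay system: stable mammalian line carrying autodegrading MDM2–luciferase fusion reporter; Input: 2000 cells in each well; Compound dosing: single-point 5 µM; Schedule: 2 h compound exposure at 37 °C; Signal: SteadyLite luciferase luminescence after 15 min room-temperature reagent incubation; Evaluation: % luminescence enhancement versus blank-corrected plate control mean; Benchmarks: plate controls and plate blanks.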
# EBV gp42 block: EBV gp42 inhibition; Q1HVG2; Fluorescence polarization binding assay, mP read-out; inhibition, % (tested at 21.74 µM); 220,000 tested, 0.42% active; AID 1085; in the data active means inhibition above about 50%
# Target sequence (Q1HVG2 whole entry, looked up): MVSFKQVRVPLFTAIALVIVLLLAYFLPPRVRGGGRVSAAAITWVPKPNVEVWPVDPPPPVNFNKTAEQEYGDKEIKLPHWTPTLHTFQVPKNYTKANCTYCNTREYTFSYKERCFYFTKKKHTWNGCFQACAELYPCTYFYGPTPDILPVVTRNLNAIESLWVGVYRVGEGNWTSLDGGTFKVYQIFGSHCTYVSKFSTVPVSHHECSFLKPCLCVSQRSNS
# Calpain2 inh: inhibitors of pig calpain II. purified calpain II, fluorogenic peptide substrate, 30 min. inhibition, % at 16 µM. 220,000 tested, 0.37% active. AID 1236;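 active means inhibition above about 50%, limit read from the data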
# * = called active by the depositor; · = not tested or not shown; [ ] = remark or other dose. This is a random part of the collection. Share with any hit: about 3.6%.
SMILES,TNF death inh,zVAD death inh,eIF4E-4G inh,KCC2 mod,PERK inh,Rad51 HR inh,MDM2 E3 inh,EBV gp42 block,Calpain2 inh
Cc1cc(Nc2nc3ccccc3[nH]c2=O)n(-c2ccccc2)n1,1.3,54.1,-1.9,-1.16,-0.4,·,-0.2,-14.3,-21.5
Fc1cccc(Cc2noc(CN3CCCCC3CCc3ccccn3)n2)c1 (stereo unspecified),1.3,1.0,0.9,-0.352,2.3,·,-71.8,-13.1,29.9
CCOC(=O)C1C(=O)C=C(c2cccs2)CC1c1ccccc1C (stereo unspecified),0.1,-0.6,6.1,-0.762,-0.4,0.1,-4.0,-10.4,27.6
Cc1ccc(C(=O)N/N=C\c2ccccc2[N+](=O)[O-])cn1,0.1,0.2,1.6,-0.301,0.6,13.6,-8.7,-9.9,14.2
CCn1nc(C)cc1C(=O)N1CCc2c([nH]c3ccccc23)C1c1cc(F)ccc1F (stereo unspecified),3.7,-1.0,-0.7,-1.61,1.4,·,-2.3,11.5,-24.4
CCN(CC(=O)Nc1ccc(Cl)c(C(F)(F)F)c1)CC(=O)NC1CCS(=O)(=O)C1 (stereo unspecified),2.3,0.6,-1.5,-0.96,1.3,13.0,1.7,4.4,7.0
S=C1NCCNC(=S)NCCOCCOCCN1,0.7,3.4,0.3,0.427,2.2,3.0,-5.5,-6.9,-8.2
Cc1ccc(S(=O)(=O)N2CCCN(S(=O)(=O)c3ccc(C)c(C)c3)CC2)cc1C,-0.3,1.3,4.3,-0.639,-0.8,·,-11.9,-20.1,10.6
Cc1[nH]n(C2=NCCS2)c(=O)c1N=Nc1ccccc1,-4.0,4.0,-7.6,0.659,1.5,3.1,-2.1,12.7,6.8
Cc1cc(C)cc(NC(=S)N=Nc2c(O)n(C)c3ccc(S(=O)(=O)N4CCOCC4)cc23)c1,-4.5,-0.2,0.5,6.75*,0.0,6.7,-10.6,-20.9,-21.4
COC(=O)c1ccc(OC(=O)c2ccccn2)cc1,0.0,-1.0,2.7,0.324,1.1,-4.2,-3.4,-29.1,-55.1
CCn1c(SCc2nc3ccccc3c(=O)[nH]2)nnc1-c1cccnc1,-1.3,-0.1,2.8[fluorescence artefact?],-0.255,0.1,0.3,-4.3,-4.4,-7.8
Cc1ccccc1C1C2=C(Nc3[nH]n(-c4ccccc4)c(=O)c31)c1ccccc1C2=O (stereo unspecified),-3.6,2.0,-2.3,-3.19,-0.1,13.8,-8.1,-15.3,-3.6
Cc1cc(C)n(-c2cccc(CN(C)Cc3nc(-c4cnccn4)no3)c2)n1,0.1,-2.2,1.6,-0.142,0.4,-1.2,-4.9,3.5,9.4
CNC(=O)CSc1nnc(-c2ccco2)n1-c1ccccc1OC,0.9,1.6,·,·,0.4,0.6,·,·,·
Oc1cccc(C(=S)N2CCN(Cc3ccccc3)CC2)c1,-0.3,-0.7,3.1,-1.28,1.2,2.4,-13.6,-5.5,30.7
CCCN1C(=O)/C(=C/c2cc(C)n(C)c2C)SC1=Nc1ccc(OC)cc1,-6.0,-0.1,-7.0,0.824,-0.6,-4.8,-15.1,-26.0,-18.6
Cc1ccccc1Nc1nc(N)nc(CCl)n1,-15.5,-1.0,1.9,0.0181,-1.4,-11.7,-7.2,-2.2,13.8
Cc1cc(C)c(C(=O)C[n+]2cccc(C(N)=O)c2)c(C)c1,0.0,-0.5,-1.4,0.613,1.5,-3.9,-1.1,-7.9,8.0
O=C(OC(C(=O)Nc1cc(Cl)cc(Cl)c1)c1ccccc1)C1=COCCO1 (stereo unspecified),1.8,·,6.5,-0.0489,0.8,-33.3,-3.1,-12.3,31.8
O=C(COC(=O)C1CC2C=CC1C2)Nc1cccc(S(=O)(=O)N2CCOCC2)c1 (stereo unspecified),1.6,2.3,-0.7,0.73,0.1,-12.1,-68.2,-26.8,2.6
COc1ccc(-n2c(=S)[nH]c3cc(C(=O)NC4CCCCC4)ccc3c2=O)c(OC)c1,1.3,0.7,1.5,-0.0858,1.8,·,6.1,-7.8,25.1
Cc1csc(N(C)C(=O)CSc2nnc(COc3ccccc3C)o2)n1,0.2,-0.2,4.1[fluorescence artefact?],-1.89,0.2,2.2,-5.8,-8.8,-17.9
Cc1ccc2nc(C(O)C(O)c3nc4ccc(C)cc4[nH]3)[nH]c2c1 (stereo unspecified),-0.4,1.4,4.8,-0.127,-1.7,8.0,-18.1,-10.0,-7.6
COc1cc(CN2CCN(Cc3ccc(C)cc3)CC2)c([N+](=O)[O-])cc1OC,-1.2,0.5,2.4,-0.767,1.5,-2.0,-27.1,-9.1,-17.2

# One compound at a time, as listed above.
# CNC(=O)CSc1nnc(-c2ccco2)n1-c1ccccc1OC in the list: TNF death inh: 0.9; zVAD death inh: 1.6; eIF4E-4G inh: ·; KCC2 mod: ·; PERK inh: 0.4; Rad51 HR inh: 0.6; MDM2 E3 inh: ·; EBV gp42 block: ·; Calpain2 inh: ·
# Oc1cccc(C(=S)N2CCN(Cc3ccccc3)CC2)c1 in the list: TNF death inh: -0.3; zVAD death inh: -0.7; eIF4E-4G inh: 3.1; KCC2 mod: -1.28; PERK inh: 1.2; Rad51 HR inh: 2.4; MDM2 E3 inh: -13.6; EBV gp42 block: -5.5; Calpain2 inh: 30.7

# Arranged by the number under EBV gp42 block (smallest number first): four from the list above
mol,eIF4E-4G inh,KCC2 mod,PERK inh,MDM2 E3 inh,EBV gp42 block,Calpain2 inh
Cc1ccccc1C1C2=C(Nc3[nH]n(-c4ccccc4)c(=O)c31)c1ccccc1C2=O (stereo unspecified),-2.3,-3.19,-0.1,-8.1,-15.3,-3.6
Cc1csc(N(C)C(=O)CSc2nnc(COc3ccccc3C)o2)n1,4.1[fluorescence artefact?],-1.89,0.2,-5.8,-8.8,-17.9
Cc1cc(C)n(-c2cccc(CN(C)Cc3nc(-c4cnccn4)no3)c2)n1,1.6,-0.142,0.4,-4.9,3.5,9.4
CCN(CC(=O)Nc1ccc(Cl)c(C(F)(F)F)c1)CC(=O)NC1CCS(=O)(=O)C1 (stereo unspecified),-1.5,-0.96,1.3,1.7,4.4,7.0

# New compounds follow
SMILES,TNF death inh,zVAD death inh,eIF4E-4G inh,KCC2 mod,PERK inh,Rad51 HR inh,MDM2 E3 inh,EBV gp42 block,Calpain2 inh
COc1ccc(NS(=O)(=O)c2cccc(NC(=O)c3ccc(S(=O)(=O)N4CCCCCC4)cc3)c2)cc1,-2.3,-0.5,-10.8[fluorescence artefact?],-0.701,0.5,-4.0,-4.4,-13.3,-30.5
O=C1CC(SCCc2nc3ccccc3[nH]2)C(=O)N1c1ccc(Cl)cc1 (stereo unspecified),-1.0,0.1,-1.8,-0.191,0.5,-1.8,3.1,-15.2,11.9
CN=C1SC(CC(=O)Nc2ccccc2F)C(=O)N1/N=C/c1ccc(O)c(OC)c1 (stereo unspecified),18.6,14.4,4.9,-0.504,0.1,1.3,-16.0,-10.6,-7.7
O=C(Nc1ccccc1)c1cc2ccccc2c(=O)s1,1.1,0.0,21.8[fluorescence artefact?],-0.895,0.3,3.4,-8.1,1.6,-17.2
S=c1[nH]nc(CCc2ccccc2)n1-c1ccc(Cl)cc1,-0.6,1.6,0.8,1.01,1.0,-6.9,0.2,-4.5,-8.6
CCC(=O)N1CCN(c2cc(N3CCN(C)CC3)c(F)cc2[N+](=O)[O-])CC1,2.7,1.0,4.1,-0.173,-0.1,4.0,-14.1,-11.2,8.7
O=C(CSc1nc2ccccc2c(=O)n1CC1CCCO1)N1CCN(c2ccccc2)CC1 (stereo unspecified),-1.6,0.0,·,·,-1.2,-2.5,·,·,·
CCCCCCn1c(CN2CCC(C)CC2)nc2c1c(=O)n(C)c(=O)n2C,0.8,-0.9,-0.9[fluorescence artefact?],0.895,-0.5,-1.3,·,-2.3,10.3
COc1ccc(CCNC(=O)CSc2nc3ccccc3o2)cc1,0.7,0.0,-5.5,0.487,0.7,-6.5,-17.1,-3.4,-27.0
CC1CCN(S(=O)(=O)c2ccc(NC(=O)CN3CCOCC3)cc2)CC1,-0.5,0.0,-16.6[fluorescence artefact?],·,-1.6,-0.3,1.0,-7.0,-19.4
Cc1cc(C)cc(N(CC(=O)NCc2ccco2)C(=O)CCC(=O)Nc2ccccn2)c1,2.6,1.8,4.6,1.34,-0.2,13.2,-7.1,-7.1,-1.5
CCN(CC)S(=O)(=O)c1ccc(C(=O)OCC(=O)Nc2ccc(-c3nc4ccc(C)cc4s3)cc2)cc1,2.0,0.9,-9.0,0.706,1.0,4.7,-27.8,-16.4,-67.2
O=C1/C(=C\c2cccs2)Sc2ccc3ccccc3c21,-1.1,0.9,-5.2[fluorescence artefact?],1.13,-0.3,-39.4,-35.9,-47.4,24.9
COCCSc1ccccc1C(=O)NCc1ccco1,-2.2,0.2,-1.2,-1.09,1.1,-12.8,3.0,-20.4,-6.6
COc1ccc(N(CC(=O)NC(C)C)S(=O)(=O)c2ccc(NC(C)=O)cc2)cc1,-1.8,1.0,1.8,-0.502,0.5,5.8,-2.0,-8.7,-15.1
CSc1nc2ccccc2n1CC(=O)Nc1ccc(C)c(C)c1,-1.1,·,-3.7[fluorescence artefact?],-0.375,-1.1,·,-9.1,-0.9,7.9
CCOC(=O)N1CCN(Cc2nc(-c3ccccc3)no2)CC1,-0.2,0.3,-15.8,0.566,0.9,-2.6,-10.1,-9.4,-18.0
CCCc1[nH]n(-c2nc3ccccc3s2)c(=O)c1C=NCCCOC,0.3,0.6,-2.3,-0.215,-2.0,15.9,-73.8,-6.0,-15.5
CC(=O)C1C(c2ccc(O)cc2)NC(=O)NC1(O)C(F)(F)F (stereo unspecified),0.0,-0.9,-18.8,0.491,·,-0.6,-0.9,-4.2,10.1
COc1ccc(C2=NOC(C(=O)N(C)Cc3ccccc3)C2)cc1 (stereo unspecified),3.4,1.9,-0.9,-0.601,0.7,-9.2,-5.0,5.0,9.9
Cc1ccc(-n2nc(C)c3c(C)c(CCC(=O)NC(C)c4ccccc4)c(C)nc32)cc1 (stereo unspecified),2.5,2.0,0.4,·,-0.4,-5.1,-23.0,-5.3,-35.5
COc1ccc(CN(C)Cc2nc(Cc3cccc(F)c3)no2)c2cccnc12,-8.1,-0.7,0.2,-0.384,-0.4,14.6,-32.1,-17.6,-6.9
CC(Oc1ccc(Cl)cc1Cl)C(=O)Nc1ccc(S(=O)(=O)Nc2cnc3ccccc3n2)cc1 (stereo unspecified),0.0,2.2,2.4[fluorescence artefact?],-0.671,-0.5,2.6,-16.9,-8.6,-32.8
O=c1nc(-c2ccccc2)c2ccccc2[nH]1,-3.1,0.2,11.6,-0.46,1.5,5.5,-23.4,-4.3,-364.2
COc1ccccc1-n1c(=S)[nH]c2c(sc(=S)n2-c2ccc(C)cc2C)c1=O,-0.5,0.7,-4.8,-2.03,1.8,-8.0,-8.2,1.2,-8.4
CC1(C)COC(c2coc3ccccc3c2=O)OC1,1.9,0.4,5.0,0.618,0.6,-0.4,3.4,-18.6,-7.0
O=C(NNC(=O)c1ccc(Cl)cc1Cl)Nc1ccccc1,0.1,0.8,7.4,0.584,-0.2,20.3,-1.1,-8.6,22.1

# Records above printed as active in KCC2 mod.
Structure	eIF4E-4G inh	KCC2 mod	PERK inh	MDM2 E3 inh	EBV gp42 block	Calpain2 inh
Cc1cc(C)cc(NC(=S)N=Nc2c(O)n(C)c3ccc(S(=O)(=O)N4CCOCC4)cc23)c1	0.5	6.75*	0.0	-10.6	-20.9	-21.4

# Screening data deposited in PubChem by several laboratories.
